Screening results from PubChem.
LEDGF integ inh – blocks HIV-1 LEDGF/p75-dependent DNA integration. TR-FRET IN-LEDGF/p75 DNA integration, Eu/Cy5. inhibition, % at 3.7 µM. 0.64% of 370,000 active. AID 743269;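 active = inhibition above the screen-wide mean plus 3 SD, cut at about 13% in these data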;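 also: signal is the Cy5 over europium emission ratio at 671 and 618 nm; 0% = plate median of compound wells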
PRMT1 inh – PRMT1 (human) inhibition, primary screen. Q99873. recombinant PRMT1, activity-based probe fluorescence polarization. inhibition, % at 2.79 µM. 1.3% of 370,000 active;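 active = inhibition above about 21% made by adding two undisclosed values, limit read from the data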
TCR-CD3 inh – human TCR-CD3 binding inhibition. 0.37% of 360,000 active. TAMRA-labeled TCR probe fluorescence, biochemical. inhibition, % at 9.4 µM; in the data active = inhibition above about 19%;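 also: recombinant mutant TCR 2C K166C tagged with TAMRA read by polarization; 0% = receptor in buffer alone and 100% = receptor with positive control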
MBD2 DNA inh – blocks human MBD2 binding to methylated DNA; inhibition, % at 4.4 µM; TR-FRET, MBD2 binding to methylated oligonucleotide; Q9UBB5; 0.31% of 370,000 active; AID 686964; in the data active = inhibition above about 13%
SIAE inh – blocks human sialic acid acetylesterase; Q9HAT2; SIAE FP-Rh probe binding, fluorescence polarization; inhibition, % at 9.66 µM; 0.69% of 370,000 active;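 active = inhibition above a cutoff: mean of compounds within the control limits plus 3 SD of those, cut at about 17% in these data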;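 also: 0% = plate median of compound wells and 100% = probe without SIAE protein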
Target sequence (Q9HAT2 whole entry, looked up): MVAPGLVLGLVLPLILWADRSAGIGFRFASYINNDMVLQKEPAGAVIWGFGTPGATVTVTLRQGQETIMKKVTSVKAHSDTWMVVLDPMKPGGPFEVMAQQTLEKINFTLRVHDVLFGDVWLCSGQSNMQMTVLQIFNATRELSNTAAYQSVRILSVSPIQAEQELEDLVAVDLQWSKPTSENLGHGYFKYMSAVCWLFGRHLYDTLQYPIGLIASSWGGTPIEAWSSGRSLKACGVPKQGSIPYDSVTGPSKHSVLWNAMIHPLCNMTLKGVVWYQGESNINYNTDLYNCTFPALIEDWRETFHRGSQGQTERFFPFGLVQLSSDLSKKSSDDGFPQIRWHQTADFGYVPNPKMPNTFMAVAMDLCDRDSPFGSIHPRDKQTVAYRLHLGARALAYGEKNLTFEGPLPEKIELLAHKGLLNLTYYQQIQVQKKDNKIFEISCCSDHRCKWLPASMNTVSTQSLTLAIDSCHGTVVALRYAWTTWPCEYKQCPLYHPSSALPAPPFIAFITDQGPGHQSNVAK
Tn6 DDE FP – DD(E)-Tn6 binding inhibition, primary FP screen | P02675 | Fibrin DD(E) TRITC-Tn6 fluorescence polarization displacement | inhibition, % at 8.3 µM | 0.21% of 370,000 active;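 active = inhibition above a per-campaign cutoff: mean of compounds within control limits plus 3 SD, cut at about 15% in these data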;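 also: 0% = median of all compound wells on the plate and 100% = blocking peptide control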
proKLK7 act – proKLK7 (human) activation, primary screen. P49862. purified proKLK7, EDANS-DABCYL substrate fluorescence; 100% is mature enzyme control, 0% vehicle. activation, % at 7 µM. 0.9% of 370,000 active. AID 652039;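 active = activation above the mean of all tested compounds plus 3 SD, computed per campaign excluding outliers beyond control limits, cut at about 13% in these data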
Target sequence (P49862 whole entry, looked up): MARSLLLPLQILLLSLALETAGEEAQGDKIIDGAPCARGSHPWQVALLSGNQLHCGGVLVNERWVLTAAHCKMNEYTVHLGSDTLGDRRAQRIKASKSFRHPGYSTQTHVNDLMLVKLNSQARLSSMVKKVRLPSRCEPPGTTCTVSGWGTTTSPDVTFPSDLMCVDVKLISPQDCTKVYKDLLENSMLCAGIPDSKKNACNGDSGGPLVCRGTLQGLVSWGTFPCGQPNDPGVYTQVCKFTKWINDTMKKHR
DDE Tn7 FP inh – DD(E)-Tn7 binding inhibition, primary FP screen. FP displacement of FITC-Tn7 peptide from fibrin DD(E); 0% = median of compound wells per plate. inhibition, % at 8.3 µM. 0.13% of 370,000 active;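 active = inhibition above the mean of compounds falling within the control limits plus 3 SD of them, cut at about 14% in these data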;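 also: 0% = plate median of compound wells and 100% = 10 µM Aha-Tn7 peptide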
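System: human fibrin DD(E); quantity: Fibrin-DD(E) at 2 µM final; also added: fluorescent Tn7 probe at 0.1 µM; compound dosing: single nominal test concentration of 8.3 µM per compound; schedule: 10 min preincubation, 3 h with tracer, room temperature; detection: fluorescence polarization of the labelled Tn7 tracer; repeats: one replicate per compound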
UHRF1 binding – UHRF1 methyl-DNA binding inhibition. Q96T88. UHRF1 binding to methylated oligo, TR-FRET. inhibition, % at 4.4 µM. 0.75% of 370,000 active; in the data active = inhibition above about 21%;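 also: UHRF1 SRA domain binding a hemimethylated CpG hairpin DNA probe; 0% = median of test compound wells and 100% = reference inhibitor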
TDP2 absorb – blocks human TDP2 phosphodiesterase activity; O95551; recombinant TDP2, T5PNP hydrolysis, p-nitrophenol absorbance 415 nm; inhibition, % at 12.8 µM; 0.34% of 370,000 active; AID 720702;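 active = inhibition above the mean of all tested compounds plus 3 SD, set per campaign, cut at about 25% in these data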;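 also: 0% = DMSO with enzyme and 100% = buffer with substrate but no TDP2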
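Test system: human TDP2 enzyme; Input: 120 nM TDP2 per well; Buffer or medium: Mg2+-containing Tris-HCl buffer, pH 7.5; Reagent: 5 mM T5PNP; Dosing: 12.8 µM single point, 1% DMSO; Incubation: reaction 2 h, 37 °C; Detection: p-Nitrophenol epi absorbance; Read-out: % inhibition relative to enzyme-containing and enzyme-free wells; Replicates: single well per compound.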
* marks the source's active call; other numbers are inactive results; / = not tested or not shown.

SMILES	LEDGF integ inh	PRMT1 inh	TCR-CD3 inh	MBD2 DNA inh	SIAE inh	Tn6 DDE FP	proKLK7 act	DDE Tn7 FP inh	UHRF1 binding	TDP2 absorb
CCOC(=O)CN(C(=O)CNC(=O)c1cccs1)C(C(=O)NC1CCCC1)c1cccnc1 (stereo not given)	-2	-6	3	2	1	-10	-0.6	-3	13	2
Cc1nnc(SCc2c(Cl)cccc2Cl)n(N)c1=O	2	-5	4	0	1	-1	0.3	4	0	-4
Cc1nnsc1C(=O)Nc1ccc(S(=O)(=O)N2CCCCC2C)cc1 (stereo not given)	1	-3	-2	-3	3	0	-0.1	3	-2	8
c1ccc(OCCCCn2cnc3ccccc32)cc1	2	2	3	3	0	-6	-0.4	4	1	2
OC(c1ccc(F)cc1)c1nc(/C=C/c2ccccc2)cs1 (stereo not given)	-3	1	-3	2	-3	6	0.4	-5	-1	3
COc1ccc(C(C(=O)NCC2CCCO2)N(Cc2cccs2)C(=O)c2snc(C(N)=O)c2N)cc1 (stereo not given)	0	-5	-7	-5	-2	0	0.8	-7	4	-22
c1ccc(-c2cnn3c(-c4ccccc4)c(-c4ccccc4)nc3n2)cc1	-4	-5	-9	3	-9	2	-1.8	-4	7	-6
Cc1ccc(/C(O)=C2/C(=O)C(=O)N(CCN3CCOCC3)C2c2ccccn2)cc1 (stereo not given)	1	7	8	-2	0	-7	0.3	4	2	-1
Cc1csc(NC(=O)CSc2nc3[nH]c(=O)cc(O)c3s2)n1	3	0	-1	-6	4	-3	1.4	4	-1	2
Cc1cc(NS(=O)(=O)c2ccc(NC(=S)NC(=O)c3ccc(C(C)(C)C)cc3)cc2)no1	0	-1	5	1	-14	-1	-0.6	2	-2	7
O=C(Nc1cc(S(=O)(=O)N2CCCCC2)ccc1Cl)c1ccccc1NS(=O)(=O)c1ccc(F)cc1	2	-1	4	7	-17	2	0.6	-12	14	-9
COC(=O)Nc1nc2ccc(Sc3ccccc3)cc2[nH]1	-3	2	4	-1	-15	7	0.3	8	-2	-7
CCn1c(SCC(=O)Nc2ccc3[nH]c(=O)[nH]c3c2)nc2ccccc21	-3	2	-1	-3	3	-4	-0.2	7	-1	8
Cc1cccc(/C=N/NC(=O)c2cc(C)nc3ccccc23)n1	1	-2	0	4	0	-1	0.2	3	-1	-3
O=C(Nc1cnn(C23CC4CC(CC(C4)C2)C3)c1)c1cnn2c(C(F)(F)F)cc(-c3ccco3)nc12	-3	1	2	2	-1	-4	0.6	0	0	0
CC(=O)Nc1nc(-c2ccc(Cl)cc2)nc(C)c1C(C)=O	-8	5	7	-1	-7	8	-0.5	2	-1	-9
CCCCNC(=O)C1CCCN(S(=O)(=O)c2ccc(S(=O)(=O)NCC(C)C)cc2)C1 (stereo not given)	3	0	1	6	-1	-1	0.4	0	-2	-1
CNC(=S)Nc1ccc(Br)cc1	0	-1	6	-4	2	1	0.2	-7	-1	8
COC(=O)c1ccccc1NC(=O)N1CCN(c2ccc(F)cc2)CC1	0	4	4	3	-3	5	0.3	11	8	2
O=C(Nc1ccc(OC(F)F)c(Cl)c1)Nc1ccc2c(c1)OCO2	-3	1	2	-6	3	1	0.2	8	-3	-15
COc1ccc(-c2ccc(CO)o2)cc1N	4	1	-1	5	9	1	-0.5	0	5	9
O=S(=O)(c1ccc(F)cc1)N1CCN(CC(O)COCc2ccccc2)CC1 (stereo not given)	0	3	-10	8	2	-8	0.8	-3	11	7
COc1ccccc1NC(=O)c1cc([N+](=O)[O-])ccc1NCCN1C(=O)CCC1=O	0	-4	-1	-2	-4	8	0.0	5	-1	8
CC(C)c1cc(Cn2c3ccccc3c(=O)n2C(C)Cn2cc(-c3ccc(C(C)(C)C)cc3)nn2)on1 (stereo not given)	-4	-2	7	1	-2	0	0.7	4	0	6
COc1ccc(CN(C)C(=O)c2ccc(NC(=O)CC3SC(N4CCCC4)=NC3=O)cc2)c(OC)c1 (stereo not given)	-1	0	13	-4	-3	9	-0.1	5	-4	-8
Nc1cc(C(=O)N2CCN(c3cccc(Cl)c3)CC2)ccc1N1CC2CC(C1)c1cccc(=O)n1C2 (stereo not given)	4	-2	-2	-5	-4	6	0.8	3	-2	0
CC(C)(C)NC(=O)COc1ccc(CNc2ncn[nH]2)cc1	-5	1	-2	2	2	5	-0.1	8	1	-2
O=[N+]([O-])c1ccc(/C=N/n2c(C3CCCCC3)n[nH]c2=S)cc1	-3	0	-5	0	6	2	-0.3	-5	0	2
O=C(CCCOc1ccccc1)Nc1ccc(Br)cc1	-1	-2	1	3	-11	-5	-0.3	-3	-3	-3
COC(=O)C(Cc1c[nH]c2ccccc12)NC(=O)c1cccc(S(=O)(=O)N2CCCCC2)c1 (stereo not given)	-2	2	-3	2	7	-2	0.1	4	3	10
CNC(=O)N(O)C1N(/N=C/c2cccnc2)C(=S)SC1(C)C (stereo not given)	-6	1	6	-1	1	-1	0.2	-4	1	5
COc1ccc(/C=C/C(=O)c2ccccc2)cc1COc1ccccc1F	-4	-3	1	1	-16	5	263*	-1	-1	3
Cc1ccc(C(=O)NNC(=S)NC(=O)c2ccc(Cl)cc2)cc1	11	8	1	7	4	-4	-0.2	3	-4	-13
Cc1cccc(C(=O)NC2CCCc3ccccc32)c1 (stereo not given)	0	0	-8	-5	0	1	-0.2	2	-1	2
O=C(NNS(=O)(=O)c1ccc(Cl)cc1)c1cc(-c2ccccc2)n[nH]1	0	5	3	2	-8	-17	-0.6	-2	5	-24
COc1ccc(C(=O)COC(=O)CCn2nnc(-c3cccc(O)c3OC)n2)cc1	2	-6	2	-5	5	5	0.3	1	-3	7
COCCNC(=O)/C(C#N)=C\c1ccc(CNS(=O)(=O)c2ccc(C)cc2)o1	0	-1	8	-4	-3	3	0.6	3	-2	-1
C/C(=N\OCC(=O)N/N=C/c1ccccc1O)c1cccs1	-4	0	-2	-1	8	-8	-26	9	-2	0
COc1cccc2cc(C(C)N(CCCN3CCOCC3)C(=S)Nc3ccc(C)c(C)c3)oc12 (stereo not given)	-1	3	-2	8	-7	-4	-0.2	-2	4	-9
O=C(C(Cl)Cl)N1c2ccccc2OCC1c1ccccc1 (stereo not given)	-3	1	-4	-3	5	-8	0.2	-4	5	-7
CCN(CC(=O)NCc1ccc(Cl)cc1)C(=O)CSc1cccc(C(F)(F)F)c1	2	-2	-1	1	8	4	-0.5	-4	0	2
Cc1ccc(F)cc1NC(=O)c1cccc(N(C)C)c1	-1	-2	7	-4	1	3	0.2	-4	0	-12
COc1cc2oc(=O)ccc2cc1-c1c(OC)ccc2ccc(=O)oc12	3	-2	5	1	-9	8	0.8	-1	-2	0
CCn1c(COc2cccc3ccccc23)nnc1SCC(N)=O	-5	2	-8	-1	-3	-6	-0.1	3	4	-1
COc1ccc(C2NC(=O)C(C)S2)cc1 (stereo not given)	-2	6	6	0	-4	10	0.4	-1	2	8
Cc1c(-c2c(C#N)c(N)nc3c2CCCCCC3)cnn1C	2	-1	0	2	-3	0	1.2	-4	0	-6
Cc1ccccc1-n1c(SCc2c(C)noc2C)nnc1-c1cccnc1	-2	28*	5	-5	1	8	-4.0	7	1	-4
CCn1c(COc2ccc(C)cc2)nnc1SCC(=O)Nc1ccccc1-c1ccccc1	-2	-1	/	0	-7	1	0.2	0	0	-6
COc1cccc(CNC(=O)Nc2cccs2)c1	1	7	3	-1	0	0	0.0	-3	-4	-10
CC#CCOCC1CNC(=O)O1 (stereo not given)	-9	7	-7	5	2	-1	-0.1	3	3	-3

(further entries)
SMILES	LEDGF integ inh	PRMT1 inh	TCR-CD3 inh	MBD2 DNA inh	SIAE inh	Tn6 DDE FP	proKLK7 act	DDE Tn7 FP inh	UHRF1 binding	TDP2 absorb
S=C(NCc1cccs1)Nc1ccccc1Cl	0	-2	-1	-7	1	7	0.8	4	-1	-10
CC1(C(=O)NS(=O)(=O)c2cccc(Cl)c2)CCN1C(=O)c1ccccc1CCc1ccccc1 (stereo not given)	-4	6	1	1	0	2	-0.3	2	1	2
COc1ccccc1C1CCN(C(=O)c2ccc(C(C)(C)C)cc2)CC1	0	-2	7	-7	-4	-4	0.3	2	-1	-1
COc1ccc(COC(=O)C2=C(C)NC(=O)NC2c2cccc(OC)c2OC)cc1 (stereo not given)	1	-1	-2	-1	-1	0	0.5	-8	-2	0
Cc1ccc(S(=O)(=O)N(C)c2ccc(C(=O)NCC3CCCO3)cc2)cc1 (stereo not given)	1	-4	0	3	-5	-4	0.2	1	0	-3
COc1ccccc1CNC(=O)COC(=O)CCN1C(=O)C2CC=CCC2C1=O (stereo not given)	4	-3	0	2	-2	-2	-0.5	-2	-2	1
CN(c1ccccc1)S(=O)(=O)c1cccc(C(=O)Nc2ncn[nH]2)c1	-2	-4	1	-3	-5	-5	0.8	-1	-2	-8
Cc1ccc(S(=O)(=O)N2CCCCC2C(=O)N(C)c2ccccc2)cc1 (stereo not given)	3	3	-2	2	-2	1	0.5	5	2	0
Cc1ccc(C2C(C#N)=C(N)OC3=C2C(=O)CCC3)s1 (stereo not given)	2	-5	3	-5	-3	-5	0.1	2	2	5
Cc1ccc(-n2nc(C(=O)O)nc2-c2ccccc2)cc1	2	-2	-1	1	0	2	-0.7	-10	2	-12
CCNc1nc(NC(C)C)nc(N(C#N)C(C)C(=O)N(CC)CC)n1 (stereo not given)	-1	-2	5	2	2	8	-0.1	8	-1	1
Cc1ccc(F)cc1NC(=O)C1CC(=O)N(Cc2ccccc2)C1 (stereo not given)	-3	0	2	5	-1	-3	0.1	4	-3	-3
Cc1cccc(Oc2nc3ccccn3c(=O)c2/C=C(\C#N)C(=O)NC2CCS(=O)(=O)C2)c1C (stereo not given)	-3	-3	2	-6	0	-4	6.7	-4	-1	-7
COc1ccc(/C=N/NC(=O)c2ccco2)cc1Cn1nc(C)cc1C	-4	3	4	4	-9	-2	-0.1	4	-1	-7
Oc1ccc(-n2nnnc2SCc2c(F)cccc2Cl)cc1	-3	3	6	-7	-4	7	-0.7	0	-1	-6
Cc1noc2ncnc(Oc3ccccc3)c12	0	2	0	0	-3	-5	0.4	-1	-1	-3

Five structures out of the list, ordered by molar mass, descending:
SMILES	LEDGF integ inh	PRMT1 inh	TCR-CD3 inh	MBD2 DNA inh	SIAE inh	Tn6 DDE FP	proKLK7 act	DDE Tn7 FP inh	UHRF1 binding	TDP2 absorb
Cc1cccc(Oc2nc3ccccn3c(=O)c2/C=C(\C#N)C(=O)NC2CCS(=O)(=O)C2)c1C (stereo not given)	-3	-3	2	-6	0	-4	6.7	-4	-1	-7
CCNc1nc(NC(C)C)nc(N(C#N)C(C)C(=O)N(CC)CC)n1 (stereo not given)	-1	-2	5	2	2	8	-0.1	8	-1	1
Cc1ccc(F)cc1NC(=O)C1CC(=O)N(Cc2ccccc2)C1 (stereo not given)	-3	0	2	5	-1	-3	0.1	4	-3	-3
Cc1ccc(C2C(C#N)=C(N)OC3=C2C(=O)CCC3)s1 (stereo not given)	2	-5	3	-5	-3	-5	0.1	2	2	5
Cc1ccc(-n2nc(C(=O)O)nc2-c2ccccc2)cc1	2	-2	-1	1	0	2	-0.7	-10	2	-12
